Screening results as filed in PubChem BioAssay.
ATG4B inhibitor: ATG4B (human) cysteine protease inhibition; ATG4B cleavage of LC3-PLA2, NBD-HPC fluorescence, 1 h; AID 504462; Q9Y4P1; inhibition, % at 8.33 µM; actives 0.51% (n = 340,000); in the data active = inhibition above about 40%
Target sequence (Q9Y4P1 whole entry, looked up): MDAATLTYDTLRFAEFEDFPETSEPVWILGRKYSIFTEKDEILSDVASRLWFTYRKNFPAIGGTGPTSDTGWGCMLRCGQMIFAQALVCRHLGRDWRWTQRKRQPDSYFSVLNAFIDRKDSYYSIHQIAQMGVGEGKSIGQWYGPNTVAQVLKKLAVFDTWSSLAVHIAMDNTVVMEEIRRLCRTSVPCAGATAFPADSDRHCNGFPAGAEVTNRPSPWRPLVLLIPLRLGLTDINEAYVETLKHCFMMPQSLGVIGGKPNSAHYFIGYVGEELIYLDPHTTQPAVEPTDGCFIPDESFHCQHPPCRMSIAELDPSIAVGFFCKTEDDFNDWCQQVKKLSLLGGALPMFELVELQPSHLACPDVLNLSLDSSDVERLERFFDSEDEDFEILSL
SENP7 inh: blocks the human protease SENP7. Q9BQF6. inhibition, % at 5 µM. recombinant SENP7, Z-RLRGG-aminoluciferin luminescence, 40 min. actives 1.5% (n = 330,000);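 active = inhibition above about 50% at the single test dose, limit read from the data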;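 also: plate controls were DMSO with enzyme for no effect and no enzyme buffer wells for full effect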
PfGluPho inh: PfG6PD (Plasmodium falciparum) enzyme inhibition | inhibition, % at 20 µM | PfGluPho enzyme, NADPH resazurin-diaphorase fluorescence | AID 504690 | actives 0.78% (n = 350,000);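 active = inhibition reaching at least a set limit at 20 µM in the primary screen, cut at about 59% in these data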;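 also: 0% = DMSO wells with substrate and 100% = DMSO wells lacking glucose-6-phosphate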
SENP6 inh: SENP6 protease inhibition; Q9GZR1; Recombinant SENP6 catalytic domain, aminoluciferin luminescence; inhibition, % at 10 µM; actives 1.8% (n = 330,000);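 active = inhibition above about 50% at the single tested dose, limit read from the data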;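 also: plate controls were DMSO wells with enzyme for no effect and DMSO wells lacking enzyme for full effect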
Target sequence (Q9GZR1 628-1112 limits assumed): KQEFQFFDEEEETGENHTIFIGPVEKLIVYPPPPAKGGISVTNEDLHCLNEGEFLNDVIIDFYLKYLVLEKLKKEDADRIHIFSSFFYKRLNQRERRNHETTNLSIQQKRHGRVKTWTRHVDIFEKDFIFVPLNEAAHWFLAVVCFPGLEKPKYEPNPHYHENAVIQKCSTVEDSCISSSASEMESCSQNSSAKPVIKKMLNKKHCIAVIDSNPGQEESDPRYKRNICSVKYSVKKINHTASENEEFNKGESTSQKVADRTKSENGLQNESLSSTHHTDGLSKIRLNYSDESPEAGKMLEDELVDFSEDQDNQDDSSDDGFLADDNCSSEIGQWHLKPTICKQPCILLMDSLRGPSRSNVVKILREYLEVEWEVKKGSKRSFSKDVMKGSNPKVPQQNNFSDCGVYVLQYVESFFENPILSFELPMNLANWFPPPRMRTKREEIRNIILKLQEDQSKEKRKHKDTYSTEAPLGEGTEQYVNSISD
MPTP block: blocks calcium-induced mitochondrial swelling; isolated mouse mitochondria, Ca2+ swelling absorbance, 30 min; inhibition, % at 10 µM; actives 1.4% (n = 360,000);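 active = inhibition of 50% or more, scaled per plate between neutral and stimulator controls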;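 also: 0% = DMSO wells given calcium and 100% = 1 mM EGTA wells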
SENP8 inh: SENP8 (human) protease inhibition. Q96LD8. recombinant SENP8, Nedd8 substrate fluorescence. inhibition, % at 20 µM. actives 0.64% (n = 360,000). AID 602440; in the data active = inhibition mostly above about 40%, no sharp cut-off; inactive = mostly below about 27%
HKDC1 inh: HKDC1 (human) hexokinase inhibition; AID 493160; recombinant HKDC1, G6PDH/diaphorase resazurin coupled fluorescence; Q2TB90; inhibition, % at 20 µM; actives 0.16% (n = 340,000);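 active = inhibition above about 35% when tested at 20 µM, limit read from the data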;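 also: plate controls were DMSO wells with enzyme for no effect and DMSO wells lacking enzyme for full effect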
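Assay system: in-house recombinant HK5 (HKDC1) enzyme. Input: HKDC1 at 5 µg/mL. Medium: Tris pH 8.0 buffer with MgCl2, Tween-20, BSA, BME. Dosing: single 20 µM dose. Schedule: 90 min reaction incubation at room temperature, dark. Signal: resazurin-to-resorufin fluorescence via G6PDH and diaphorase coupling, 525/613 nm. Controls: DMSO-enzyme wells negative, buffer-substituted wells positive.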
NR3A LBD binder: modulates the human NR3A ligand-binding domain; NR3A LBD differential scanning fluorimetry, Tm shift; 0% = protein alone, 100% = glycine-bound protein; Tm shift relative to glycine control, % at 25 µM; actives 2.5% (n = 340,000); AID 1259313;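 active = melting temperature shift of at least 10% of the positive control shift, at one fixed dose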
* marks the source's active call; other numbers are inactive results; x = not tested or not shown.

Value order: SENP8 inh, ATG4B inhibitor, PfGluPho inh, HKDC1 inh, NR3A LBD binder, MPTP block, SENP7 inh, SENP6 inh
1. CC(C)CC(=O)N=C1SC2CS(=O)(=O)CC2N1CCc1ccccc1 (stereo unspecified)
  42.0*, -2.4, -2.3, -6.8, 0.5, -2.0, 3.7, -4.4
2. COc1cc(/C=C(/C#N)c2nc3ccccc3[nH]2)ccc1Oc1ncccc1[N+](=O)[O-]
  -213.2, 9.0, -1.4, 1.6, 5.8, 5.8, -0.2, 10.3
3. Cc1ccc(-c2nc(CS(=O)(=O)CC(=O)N3CCc4ccccc4C3)c(C)o2)cc1
  -6.8, 8.4, 3.0, -6.2, -2.1, 1.0, 7.1, -8.6
4. CC1CC(CC(=O)NNc2nc(-c3ccccc3)cs2)C(=O)O1 (stereo unspecified)
  2.2, 0.1, 0.9, -10.5, -1.7, -1.5, 1.2, -5.1
5. CCOC(=O)C1=C(O)C(=O)N(c2ccc(S(N)(=O)=O)cc2)C1c1cccc([N+](=O)[O-])c1 (stereo unspecified)
  26.3, 4.3, -7.6, -0.1, -2.9, -0.2, -5.0, -11.6
6. CCOC(=O)N1CCC(NC(=O)CSCc2nc(-c3ccc(C)cc3)oc2C)CC1
  12.9, -8.6, -1.4, -2.9, -1.6, -1.1, 6.8, 11.1
7. O=C(COC(=O)c1cc(-c2cccnc2)nc2ccccc12)Nc1ccc(F)cc1F
  -57.8, -14.0, -2.9, -1.2, -3.0, 1.1, -3.4, -15.8
8. CC(=O)Nc1ccc(S(=O)(=O)N2CCC(C(=O)NCCc3c[nH]c4ccccc34)CC2)cc1
  17.7, -4.3, -8.8, -0.9, -0.3, -0.4, 2.6, -1.0
9. O=C(COc1ccc(Br)cc1CO)Nc1ccccc1
  31.5, -7.5, -1.7, -2.9, -0.3, 3.5, -0.9, -11.8
10. CC1(C)CC(=O)C2=C(C1)c1c(ccc3ccccc13)NC2c1ccc(C(=O)O)cc1 (stereo unspecified)
  -300.3, 0.6, -9.9, 0.7, -1.0, 0.0, -8.1, 11.0
11. O=C(CCC(=O)c1ccccc1)NCc1ccccc1
  17.6, -9.1, -0.1, -3.6, -2.6, 0.3, 6.7, -19.9
12. Cc1cc(C)c2cc(CN(Cc3ccco3)C(=O)NCc3ccccc3)c(=O)[nH]c2c1
  -147.4, -10.1, 3.7, 1.7, -4.2, -0.7, 7.2, -5.4
13. CCC(C)n1c(=N)c(C#N)cc2c(=O)n3ccccc3nc21 (stereo unspecified)
  -414.9, -10.9, -5.8, -1.8, 0.6, 0.9, -3.6, 9.7
14. COc1ccc(Br)cc1CNC(=O)CCN1C(=O)COc2ccccc21
  9.4, 4.2, -2.4, -7.1, 22.5*, -1.6, 5.3, -14.3
15. Cc1oc2c(c(C)cc3oc(=O)c(CC(=O)NCC(=O)NCC(=O)O)c(C)c32)c1C
  -281.8, x, x, x, x, -0.1, 10.5, 0.7

Record cards (already shown). Order of values: SENP8 inh	ATG4B inhibitor	PfGluPho inh	HKDC1 inh	NR3A LBD binder	MPTP block	SENP7 inh	SENP6 inh
`CC(C)CC(=O)N=C1SC2CS(=O)(=O)CC2N1CCc1ccccc1` (stereo unspecified) is listed with 42.0*	-2.4	-2.3	-6.8	0.5	-2.0	3.7	-4.4
`CC1CC(CC(=O)NNc2nc(-c3ccccc3)cs2)C(=O)O1` (stereo unspecified) is listed with 2.2	0.1	0.9	-10.5	-1.7	-1.5	1.2	-5.1

Next section:
Value order: SENP8 inh, ATG4B inhibitor, PfGluPho inh, HKDC1 inh, NR3A LBD binder, MPTP block, SENP7 inh, SENP6 inh
16. COc1cc(NC(=O)CSCc2ccccc2)c(C(=O)O)cc1OC
  3.0, -4.1, 2.0, 0.2, 2.8, -2.5, -1.9, 13.1
17. NC(=O)c1ccc(NC(=O)CS(=O)(=O)c2cn(CC(=O)N3CCCC3)c3ccccc23)cc1
  5.8, 0.3, 8.3, -1.6, 1.9, 0.8, -4.2, -12.7
18. Cc1ccsc1CNC(=O)c1c(-c2ccccc2)noc1C
  12.8, -10.1, -2.3, -3.1, 1.5, 0.8, -8.1, -14.5
19. CN(Cc1ccccc1)c1ccc(N2C(=O)CCCC2=O)cc1[N+](=O)[O-]
  14.1, 5.5, 1.0, -11.6, 0.3, 2.8, -6.5, 0.0
20. O=C(CN1C(=O)C2C3C=CC(C3)C2C1=O)OCC(=O)c1ccc(Cl)cc1 (stereo unspecified)
  7.6, -10.9, 7.6, -6.1, 1.5, -1.1, -17.0, -24.3
21. CCOC(=O)c1ccc(NC(=O)Nc2ccc(S(N)(=O)=O)cc2)cc1
  11.3, -1.6, 0.8, -9.6, 8.6, 5.7, 0.5, 17.5
22. COc1cc(/C=C2/CC(C)OC2=O)c([N+](=O)[O-])cc1OC (stereo unspecified)
  -21.1, 0.5, -5.8, -6.3, 2.2, 0.6, -7.7, -21.2
23. O=C(COc1ccc(Cl)cc1)NCc1nnc(SCC(=O)c2ccccc2)o1
  20.5, -16.5, 13.4, -3.4, 1.8, 0.0, -7.5, 0.2
24. COc1cc(/C=C/[N+](=O)[O-])ccc1OC(=O)/C=C/c1ccc(F)cc1
  20.2, -7.5, 1.4, 14.7, -0.5, 4.5, -8.8, 1.1
25. COc1ccccc1N(CC(=O)N1CCOCC1)S(C)(=O)=O
  6.7, -0.7, 15.9, -8.6, 0.1, -0.3, -18.9, -19.5
26. CCOC(=O)c1sc(NC(=O)C2CC(=O)N(c3ccc(OC)cc3)C2)nc1C (stereo unspecified)
  -2.3, -12.5, 4.9, -4.7, 3.4, 1.1, -4.1, -10.3
27. O=C(Cn1ccccc1=S)c1ccc(Cl)c(Cl)c1
  15.3, -0.6, 8.8, 11.4, 1.2, 1.8, -4.9, -8.5
28. CC(=O)N1CCc2cc(S(=O)(=O)CCC(=O)N3CCN(c4ccccc4)CC3)ccc21
  1.0, -2.7, -8.3, -4.5, -0.5, -0.3, 7.9, -14.7
29. COC(=O)c1sccc1NC(=O)COc1ccc(Cl)cc1
  12.6, -6.9, 4.9, -4.8, -2.4, -0.5, 4.9, 43.9
30. COc1cccc(NC2=NC3(CCCCC3)N=C(N)N2)c1
  -1.4, 3.7, -5.1, -6.5, 2.6, 0.9, -11.9, -4.6

Carrying on:
Value order: SENP8 inh, ATG4B inhibitor, PfGluPho inh, HKDC1 inh, NR3A LBD binder, MPTP block, SENP7 inh, SENP6 inh
31. CC(C)(C)c1ccc(C(=O)NNC(=O)Cc2cccc3ccccc23)cc1
  13.5, -16.2, 5.0, -5.0, -5.5, 0.1, -0.4, -11.6
32. CC(NC(=O)CN(C)S(=O)(=O)c1ccc(Br)s1)c1ccccc1 (stereo unspecified)
  7.9, -4.7, -9.1, 4.9, -1.7, 1.3, 6.4, -6.9
33. Cc1cc(OC(C)C(=O)NCCCn2ccnc2)c2c(C)cc(=O)oc2c1 (stereo unspecified)
  -321.9, 9.6, 8.0, -9.7, 0.1, -1.4, -3.2, 15.2
34. CCc1ccc(-c2nc(CN3CCCC(C(=O)NCCc4ccc(OC)c(OC)c4)C3)c(C)o2)cc1 (stereo unspecified)
  10.5, -8.2, -9.9, -4.8, -3.3, 6.2, -7.0, 4.3
35. CCOC(=O)CSc1nc(C)c2ccc(C)cc2n1
  8.4, -9.4, -6.7, -5.0, -2.8, 5.6, 1.7, -2.2
36. O=C(NC(=S)Nc1ccccc1N1CCCCC1)c1ccc(F)cc1Cl
  11.3, 0.3, -0.8, 8.5, 4.0, 1.8, 1.7, -2.3
37. Cc1ccc(C(=O)CCC(=O)NCc2ccccc2)cc1
  1.7, 2.5, 3.9, -9.5, 51.1*, 1.1, -5.3, 7.3
38. COC(=O)N(C)c1ccccc1C(=O)N1CCOCC1
  20.3, -2.2, -8.5, 0.9, -1.9, 0.3, 11.6, -9.4
39. O=C(CSCc1ccccc1)NCc1ccc2c(c1)OCO2
  8.7, -5.4, -8.5, -3.6, 1.7, -1.1, -2.9, -9.1
40. CCOC(=O)Cc1csc(NC(=O)COc2ccccc2OCC)n1
  18.7, -4.8, -10.2, 5.4, 1.1, 1.3, -4.9, -6.7
41. S=c1[nH]nc(CCc2ccccc2)n1Cc1ccccc1
  -7.2, -8.2, 18.2, -0.3, -0.4, -1.6, -5.1, 5.6
42. C/C(=N\NC(=O)c1ccccc1-n1cccc1)C1CC1
  -46.1, -8.4, -20.7, -2.0, 1.5, -1.1, 4.0, 13.6
43. CCOC(=O)c1c(NC(=O)CSc2nncn2C)sc(C)c1C
  1.8, -6.4, 4.4, 0.8, 0.6, 2.2, x, x
44. CCOC(=O)C(C)n1cnc2c(nnn2Cc2ccc(Cl)cc2)c1=O (stereo unspecified)
  18.8, 13.4, -10.1, 4.1, -1.1, 0.1, -3.9, 18.2
45. COc1ccccc1C(=O)Nc1c2c(nn1-c1ccc(Cl)cc1)CS(=O)(=O)C2
  10.5, 1.5, 4.6, -4.4, -3.1, -1.3, 4.6, 0.7

Continuation:
Value order: SENP8 inh, ATG4B inhibitor, PfGluPho inh, HKDC1 inh, NR3A LBD binder, MPTP block, SENP7 inh, SENP6 inh
46. COc1ccc(NC(=S)N(Cc2cccnc2)Cc2ccco2)cc1
  5.6, -5.4, 1.3, -1.8, 3.3, 0.8, -2.8, -9.8
47. Cc1ccc(CSCC(=O)NCc2cccs2)cc1
  27.9, -6.4, -2.4, 1.1, -0.6, -3.9, -9.4, -12.9
48. CCN(c1cccc2ccccc12)S(=O)(=O)c1cccs1
  -11.8, -5.0, 52.1, 18.5, 1.7, -0.4, -4.6, -2.3
49. CN1C(=O)N(C)C2(c3ccccc3)NC(=O)NC12c1ccccc1 (stereo unspecified)
  21.9, 7.3, -2.9, -3.6, -1.4, -1.0, -0.3, -10.1
50. COc1ccc(/C=N/Nc2ccc(C(=O)O)cc2)cc1Br
  -330.3, 7.5, -1.6, -4.5, -0.2, -0.4, 100.1*, 95.0*
51. Cc1nc(SCc2nc3cc(Cl)c(F)cc3[nH]2)c2oc3ccccc3c2n1
  -71.3, 6.6, 0.1, 3.0, 9.3, 62.8*, -0.8, -21.5
52. CC1(C)CC2(CCO1)OC(=O)CC2C(=O)Nc1ccc(Cl)cc1[N+](=O)[O-] (stereo unspecified)
  14.7, 3.2, -3.4, -2.8, 1.2, 3.3, 5.8, -7.1
53. NNC(=S)Nc1c(F)cc(F)cc1Br
  31.2, 4.6, 16.2, 4.0, -1.3, 2.0, 3.5, -2.9
54. O=C(Nc1ccc2c(c1)Cc1ccccc1-2)c1ccco1
  2.9, -8.9, 7.4, -2.4, 22.0*, 2.0, -5.8, 47.9
55. COc1cccc(NC(=O)CCC2CCN(C(=O)c3cccc(NC(C)=O)c3)CC2)c1
  2.1, -3.9, 7.2, -4.9, 0.9, -2.5, -0.4, -2.3
56. CN(C(=O)c1ccc(S(=O)(=O)N2CCOCC2)cc1)C1CCS(=O)(=O)C1 (stereo unspecified)
  6.2, 3.9, -0.6, -2.6, -2.5, -2.5, 5.8, 5.3
57. Cc1c(C(=O)Nc2ccccn2)sc2nc3n(c(=O)c12)CCC3
  -84.0, -5.5, -2.2, 0.4, -0.6, -0.3, -0.1, 4.8
58. Cc1c(Cl)cccc1NC(=S)NCCc1ccc(C(F)(F)F)cc1
  5.6, 88.5*, 11.5, 3.7, 7.2, 98.4*, -2.3, -9.0
59. O=C(COC(=O)c1ccc(NS(=O)(=O)c2cccs2)cc1O)Nc1nc2ccccc2s1
  -12.7, 4.1, -25.2, -0.4, 18.6*, 11.2, -2.6, 6.0
60. COCCCNC(NC(=O)c1ccc(C)cc1)C(Cl)(Cl)Cl (stereo unspecified)
  14.6, 3.3, -6.4, -4.5, 0.9, -1.9, 0.2, 1.2
